PGK inhibitor: T. brucei PGK inhibition. P07378. Potency, µM (highest dose often 57.5 µM), without a hit: top-dose activity change, negative = inhibition, usual class: inhibitors. 380,000 tested, 0.043% active. PGK/GAPDH coupled, Kinase-Glo luminescence, 60 min; also: potency is read from the fitted curve at half-maximal effect; % is scaled to controls: 0 for no effect and ±100 for the full control effect; nearly all actives have a fitted effect of over 60% in size
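Luminescent ATP detection (Kinase-Glo Plus) follows a 60-minute room-temperature incubation, with wells lacking PGK as controls. Buffer: 100 mM TEA (pH 7.6), 5 mM MgCl2, 0.01% Tween-20. Coupling enzyme GAPDH (100 nM final) supplies unstable 1,3-BPG in-well.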
BAZ2B block: BAZ2B (human) inhibition; 360,000 tested, 4.4% active; AlphaScreen BAZ2B-H3K14Ac peptide displacement; Potency, µM (highest dose often 114 µM), inactives show top-dose activity change, negative = inhibition, hits mostly inhibitors; Q9UIF8; also: potency is read from the fitted curve at half-maximal effect; % is scaled to controls: 0 for no effect and ±100 for the full control effect; nearly all actives have a fitted effect of over 60% in size
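In this displacement format the biotinylated H3(5-23) peptide acetylated at Lys14 serves as ligand at 50 nM, with BAZ2B at 50 nM in PBS pH 7.4 containing 0.01% Tween-20. Donor and acceptor beads are 10 ug/mL final.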
Pin1 inh: human Pin1 inhibition; 390,000 tested, 0.009% active; Pin1 FP peptide displacement, HiFluor488, 10 min; Potency, µM (doses to about 115 µM), for the others: at the top dose activity, negative = inhibition, usual class: inhibitors; AID 504891; active = well fitted inhibition curve with a large enough effect in the polarisation, with a control signal flat, not every such curve was filed as active; inconclusive = small, poorly fitted or top-dose-only effect, or effect the other way, or a change in a side signal; inactive = no such curve, though single readings can be large or run the other way; the % refers to the polarisation; also: potency is read from the fitted curve at half-maximal effect; % is scaled to controls: 0 for no effect and ±100 for the full control effect
Target sequence (Q13526 whole entry, looked up): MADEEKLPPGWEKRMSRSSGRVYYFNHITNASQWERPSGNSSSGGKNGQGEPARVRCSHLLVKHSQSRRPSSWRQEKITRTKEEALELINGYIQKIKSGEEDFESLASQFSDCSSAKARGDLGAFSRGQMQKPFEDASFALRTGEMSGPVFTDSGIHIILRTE
PI4K2A block: inhibitors of human PI4K2A. purified PI4K2A, ADP-Glo luminescence, 1 h; stronger effect = lower value. activity change, negative = inhibition, % at 76.9 µM. 420,000 tested, 0.13% active. AID 1346378; in the data active = activity change below about -50%; inconclusive = mostly about -30% to -49%;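 also: -100% = wells without enzyme as full effect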
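Compounds are screened against recombinant PI4K2A using PI as substrate and ATP, the latter dispensed at 300 microM. Reactions run one hour at ambient temperature before ADP-Glo detection; full inhibition defined by wells lacking enzyme.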
GLS inh: glutaminase GLS (human) inhibition; 410,000 tested, 0.21% active; O94925; GLS enzymatic activity, qHTS titration; Potency, µM (doses to about 45.5 µM), without a hit: at the highest dose activity change, negative = inhibition, actives largely listed as inhibitors; also: potency is read from the fitted curve at half-maximal effect; % is scaled to controls: 0 for no effect and ±100 for the full control effect
Target sequence (O94925 whole entry, looked up): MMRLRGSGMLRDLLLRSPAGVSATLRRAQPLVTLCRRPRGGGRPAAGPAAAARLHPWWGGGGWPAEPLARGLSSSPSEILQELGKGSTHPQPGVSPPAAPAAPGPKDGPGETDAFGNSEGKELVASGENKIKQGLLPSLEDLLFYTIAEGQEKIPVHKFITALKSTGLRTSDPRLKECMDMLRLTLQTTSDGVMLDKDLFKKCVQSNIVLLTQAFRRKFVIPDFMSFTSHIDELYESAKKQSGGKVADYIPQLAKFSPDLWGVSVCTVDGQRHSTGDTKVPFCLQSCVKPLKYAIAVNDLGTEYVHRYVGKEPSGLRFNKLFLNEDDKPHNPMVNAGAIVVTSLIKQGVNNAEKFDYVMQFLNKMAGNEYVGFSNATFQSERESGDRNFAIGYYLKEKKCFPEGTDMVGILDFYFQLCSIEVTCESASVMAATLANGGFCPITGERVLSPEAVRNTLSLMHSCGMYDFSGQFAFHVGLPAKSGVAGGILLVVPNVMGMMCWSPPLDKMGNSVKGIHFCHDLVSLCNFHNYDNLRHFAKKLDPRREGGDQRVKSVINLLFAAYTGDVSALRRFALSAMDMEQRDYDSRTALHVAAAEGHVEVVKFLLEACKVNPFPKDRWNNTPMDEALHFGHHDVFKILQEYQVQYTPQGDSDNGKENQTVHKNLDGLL
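Human kidney-isoform GLS in 45 mM KH2PO4 pH 8.2, 0.02% Tween-20, with compound, started with 1mM L-Glutamine (added stock). Glutamate oxidase/HRP/Amplex red coupled fluorescence read at start and after 30 min at RT.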
HP1b chromo inh: inhibitors of HP1-beta chromodomain binding to methylated histone tails; AlphaScreen HP1-beta / biotin-H3K9me3 peptide binding; Potency, µM (highest dose often 114 µM), for the others: top-dose activity change, negative = inhibition, actives largely listed as inhibitors; P83916; 390,000 tested, 0.56% active; AID 540317; also: potency is read from the fitted curve at half-maximal effect; nearly all actives have a fitted effect of over 70% in size; inactives centre near 23
Target sequence (P83916 whole entry, looked up): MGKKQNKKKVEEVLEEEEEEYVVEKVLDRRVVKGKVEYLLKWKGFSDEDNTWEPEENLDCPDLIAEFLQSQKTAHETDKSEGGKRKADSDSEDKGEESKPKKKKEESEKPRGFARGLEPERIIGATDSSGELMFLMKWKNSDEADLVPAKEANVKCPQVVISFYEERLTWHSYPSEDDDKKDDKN
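AlphaScreen: HP1-beta (50 nM) preformed 30 min with biotin-H3(1-18)K9me3 peptide (50 nM) in PBS pH 7.4, 0.01% Tween-20. Compound added for 30 min at RT, then streptavidin donor/nickel chelate acceptor beads (10 ug/mL) for 30 min.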
G9a block: G9a (human) methyltransferase inhibition. G9a H3K9 monomethylation, AlphaScreen, 2 h. Potency, µM (doses to about 102 µM), without a hit: at the top dose activity, negative = inhibition, actives largely listed as inhibitors. 350,000 tested, 8.8% active; also: potency is read from the fitted curve at half-maximal effect; % is scaled to controls: 0 for no effect and ±100 for the full control effect; nearly all actives have a fitted effect of over 75% in size
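Enzyme 20 nM + cpd, 15 min RT; add b-H3K9 pep 500 nM / SAM 20 uM; 2 h RT; anti-H3K9me1 Ab 0.5 ug/mL + SA donor / anti-rabbit acceptor beads 20 ug/mL each, 10 min; AlphaScreen read.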
Pol eta inh: DNA polymerase eta (human) inhibition; Q9Y253; recombinant Pol eta, fluorescent DNA replication assay; Potency, µM (top dose mostly 114 µM), inactives show top-dose activity change, negative = inhibition, actives largely listed as inhibitors; 390,000 tested, 1.2% active; AID 588591; also: potency is read from the fitted curve at half-maximal effect; % is scaled to controls: 0 for no effect and ±100 for the full control effect
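Pol eta (10 nM) was preincubated with compounds for 15 min at room temperature, after which fluorescent replication substrate (50 nM final) was added to start the reaction. Fluorescence was read kinetically at 0 and 10 min.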
JMJD2A Tudor: JMJD2A Tudor domain (human) inhibition; O75164; AlphaScreen JMJD2A-Tudor / H3K4me3 peptide binding; Potency, µM (top dose mostly 114 µM), without a hit: at the highest dose activity change, negative = inhibition, usual class: inhibitors; 390,000 tested, 4.4% active; AID 504339; also: potency is read from the fitted curve at half-maximal effect; % is scaled to controls: 0 for no effect and ±100 for the full control effect; nearly all actives have a fitted effect of over 50% in size
* hit, by the source's call; i = inactive; ? = inconclusive; . = no result given; [ ] = remark or other dose. Unless noted, calls follow the shape of the dose curve; as a rule, active = well fitted curve in the direction sought with a large enough effect; inconclusive = small, poorly fitted or top-dose-only effect, or another doubt; inactive = no such curve, though single readings can be large; an effect the other way counts as inactive or inconclusive.

no. | SMILES | PGK inhibitor | BAZ2B block | Pin1 inh | PI4K2A block | GLS inh | HP1b chromo inh | G9a block | Pol eta inh | JMJD2A Tudor
1 | Nn1c(SCc2nc3ccccn3c2Br)nnc1-c1cccnc1 | -7.6% | 11.3% | -5.8% | 4.7 | 2.5% | 20.4% | -1.9%[59 µM] | -15.4% | -30.7%
2 | CC(=O)NCCNC(=O)CNC(=O)c1ccc(Cl)cc1 | -8.4% | -4.9% | 2.5% | -1.5 | 2.1% | 30.5% | 17.4%[59 µM] | -7.4% | -10.8%
3 | Cc1cc(C)c(NC(=O)CN2CCN(c3ccccn3)CC2)c(C)c1 | 4.2% | -0.8% | 2.6% | 1.8 | 6.6% | 20.5% | ? | -4.7% | -13.0%
4 | O=C1Nc2ccccc2/C1=N/N=C/c1cccc(O)c1 | i | -14.6% | -4.3% | 2.0 | -2.3% | -29.2% | . | -20.9% | ?
5 | CCCCNc1nc(Cl)nc(Nc2ccc(C)cc2)n1 | -8.8% | . | -1.6% | -5.3 | -5.7% | 46.9%[activator] | . | -9.1% | -2.8%
6 | CC(=O)Nc1ccc(C(=O)OCc2ccccc2Br)cc1 | -1.5% | 1.0% | 2.6% | 5.6 | 2.2% | 19.6% | -0.2% | -13.6% | -10.5%
7 | CCOc1ccc(NC(=O)c2cccc(S(=O)(=O)NCc3cccnc3)c2)cc1 | -10.8% | . | . | 0.3 | -2.9% | . | . | -4.4% | .
8 | N=C1C(c2nc3ccccc3s2)=C(O)CN1NC(=O)c1c[nH]c2ccccc12 | -11.2% | ? | 50.4%[activator] | -20.9 | -5.7% | 4.2% | . | -20.4% | ?
9 | COc1ccc(O)c(/C=N/n2c(-c3ccco3)csc2=Nc2cccnc2)c1 | -6.0% | ? | 6.2% | 0.5 | 17.7% | 1.2% | 19.8%[59 µM] | -5.4% | -6.0%[57.1 µM]
10 | CC(=O)Nc1ccc(S(=O)(=O)NCCNS(=O)(=O)c2ccc(NC(C)=O)cc2)cc1 | -6.7% | 7.0% | -14.2% | -0.9 | -1.3% | 23.0% | ? | -4.2% | -21.3%
11 | O=C(NCc1ccco1)c1c2c(nc3ccccc13)CCC2 | -23.7% | 50.1µM* | . | ? | -12.9% | ? | 39.8µM* | 3.16µM* | ?
12 | CCCCNC(=O)c1cc(S(=O)(=O)N2CCCCC2)oc1C | -3.0% | -0.6% | -11.6% | 5.2 | 1.4% | 28.5% | 36.7% | -7.6% | -8.9%
13 | CCOC(=O)c1c(C)oc2nc(C)nc(Nc3cccc(OC)c3)c12 | -8.8% | 13.2%[57.1 µM] | -15.0% | 0.3 | -1.8% | 37.4% | -1.5%[59 µM] | -19.2% | -8.7%
14 | N#Cc1ccc(C(=O)Nc2cc(S(=O)(=O)N3CCCC3)ccc2OCC(F)(F)F)cc1 | 7.3% | 6.2% | 4.5% | 8.4 | 6.5% | 16.4% | -46.5%[59 µM] | -0.5% | -8.8%
15 | COc1ccc(NC(=O)C2CCCO2)cc1Cl (stereo not given) | -8.3% | -18.6% | 0.5% | -0.2 | -2.5% | 26.7% | 8.3%[59 µM] | 0.2% | -5.8%
16 | COc1cc(OC)cc(C(=O)Nc2cccc(-c3cn4ccsc4n3)c2)c1 | 5.1% | 70.8µM* | 4.0% | -0.8 | 4.4% | 0.1%[57 µM] | -23.8%[59 µM] | -13.4% | ?
17 | Cc1ccc(S(=O)(=O)c2nc(-c3ccccc3)oc2N2CCC(C(N)=O)CC2)cc1 | -12.9% | ? | -7.2% | -0.4 | -6.4% | 5.9% | . | -13.5% | -19.9%
18 | OCC1(CO)CC2(C1)CC(CO)(CO)C2 | -9.4% | . | -4.8% | -18.9 | -1.7% | 8.1% | . | -2.3% | -8.9%
19 | CC(=O)C(C)n1c(CN2CCN(C(=O)c3ccco3)CC2)nc2c1c(=O)n(C)c(=O)n2C (stereo not given) | -2.3% | -2.1% | -16.2% | -2.2 | 8.4% | 33.8%[activator] | . | -1.5% | -4.1%
20 | O=C1C2C3C=CC(CC3)C2C(=O)N1c1ccc(Cl)cc1 (stereo not given) | -12.3% | 34.6%[activator] | 3.9% | -2.3 | 3.5% | 25.5% | -10.2%[0.501 µM] | 5.2% | 0.7%
21 | O=C(NCc1ccc2c(c1)OCO2)c1cnc2n(c1=O)CCS2 | -6.1% | ? | 2.7% | -1.1 | -1.3% | 29.0% | ? | 2.2% | -13.5%
22 | OCc1ccnc(Cl)c1 | -2.0% | 5.1% | 1.8% | -2.6 | 8.8% | 13.0% | 5.7%[59 µM] | -2.9% | 2.1%
23 | O=c1cc(CSc2nnc(-c3cccnc3)n2-c2ccccc2F)nc2sccn12 | . | -22.1% | 0.0% | -8.6 | 5.3% | 34.9% | 9.5% | ? | -16.0%
24 | O=c1cc(-c2ccc(F)cc2)oc2ccccc12 | -0.1% | . | 0.8% | 2.1 | 1.0% | 39.0% | . | -6.7% | 9.5%
25 | CCOC(=O)C(=O)/C(=C\N(C)C)c1onc(-c2c(Cl)cccc2Cl)c1C(=O)OC | -9.8% | 8.7% | 3.3% | -9.5 | -0.8% | 18.0% | -37.0%[12.7 µM] | -16.7% | -2.8%
26 | O=P(Cc1ccccc1)(c1ccccc1)c1ccccc1 | -0.7% | 1.1% | -2.5% | 1.7 | 0.3% | 27.8% | 8.3%[59 µM] | -21.8% | -6.7%
27 | Cc1ccc(C(=O)c2oc3ccccc3c2NC(=O)COc2ccccc2C)cc1 | -7.7% | 3.0% | 3.8% | -2.7 | 1.8% | 37.6% | 23.4%[59 µM] | -11.8% | 3.1%
28 | O=C(/C=C/c1ccccc1)CC(O)(c1ccccc1)C(F)(F)F (stereo not given) | -9.4% | 1.5% | -0.3% | -0.7 | 5.1% | 23.7% | 6.7% | -14.4% | 9.4%
29 | Cc1ncc(CO)c2cc(C(N)=O)c(=Nc3ccccc3)oc12 | -7.9% | -3.7% | 5.7% | -9.2 | 0.5% | 17.5% | 19.9%[59 µM] | 9.1% | 0.0%
30 | Cc1ccc(S(=O)(=O)c2nc(-c3ccccc3F)oc2N2CCCCC2)cc1 | i | ? | 8.7% | 0.7 | 10.6% | -17.1% | ? | -6.5% | -22.5%
31 | O=C(CCc1nc2ccccc2c(=O)[nH]1)Nc1cc(Cl)ccc1N1CCCC1 | i | 6.3% | -0.7% | -3.9 | -1.4% | 35.1% | 14.1µM* | -11.5% | -6.8%
32 | CCN(C(=O)Cc1nc(-c2ccc(OC)cc2)no1)c1cccc(Cl)c1 | -2.4% | 27.0% | -5.0% | -0.3 | -25.7% | 43.4%[activator] | 11.8%[59 µM] | -4.1% | 7.0%
33 | CN(C(=O)CSc1nnc(-c2cccs2)n1C1CC1)C1CCS(=O)(=O)C1 (stereo not given) | 5.9% | 4.6% | 9.8% | 1.0 | 1.7% | 38.0% | ? | -14.6% | -13.1%
34 | Cc1cc[n+](-c2[nH]c(=O)sc2/C=N/NC([S-])=Nc2ccccc2)cc1C | -8.5% | ? | ? | -0.5 | 28.3% | ? | 31.6µM* | ? | ?
35 | COc1ccc(C)cc1NC(=O)CC1NCCNC1=O (stereo not given) | 9.3% | -5.0% | -7.8% | -1.4 | 12.0% | 20.1% | 10.9%[59 µM] | -3.8% | -10.4%
36 | O=C(Cc1ccc(Cl)cc1)N1CCN(C(=O)c2ccco2)CC1 | -4.2% | 0.2% | -3.8% | 1.0 | 3.5% | 54.9%[activator] | 4.0%[12.7 µM] | -11.3% | -4.1%
37 | CCCc1ccc(-c2ccc(-c3noc(-c4ccncc4)n3)cc2)nc1 | -6.7% | 6.5% | -0.9% | 1.5 | 2.6% | 23.0% | 6.1% | -9.9% | 0.4%
38 | CCOc1ccc(CCNC(=O)COC(=O)/C=C/c2ccc(OC)c(OC)c2)cc1OCC | -1.7% | -8.5% | 0.5% | 0.7 | -1.9% | 21.9% | -10.8% | -2.7% | -25.3%
39 | COC(=O)c1cc2sccc2n1Cc1nc(-c2ccc(OC)cc2)oc1C | -13.7%[11.5 µM] | 0.8% | 20.8% | 1.1 | 3.8% | 15.5% | ? | -3.2% | -14.3%
40 | COC(=O)c1c(C)oc2ccc(N(C(=O)c3ccncc3)S(=O)(=O)c3ccc4ccccc4c3)cc12 | i | -26.6% | 23.8% | 4.7 | -7.5% | 7.6% | -42.4%[59 µM] | -19.4% | -31.2%
41 | Cn1ncc([N+](=O)[O-])c1C(=O)Nc1cccc2ccccc12 | -5.7% | 2.9% | -1.8% | 3.2 | -19.4% | 4.6% | 20.4%[59 µM] | -10.4% | -14.2%
42 | Cc1cc(C=O)c(C)n1-c1cccc(C(=O)O)c1 | -4.6% | 79.4µM* | -14.7% | -2.0 | -14.2% | 19.5% | 39.8µM* | 3.98µM* | -17.9%
43 | Cc1c(Cc2ccccc2)c(=O)oc2c(C)c(OCC(=O)N3CCC(C(=O)O)CC3)ccc12 | 13.7% | -7.2% | 10.0% | -2.0 | -20.0% | 34.3% | 19.8% | -12.3% | -2.0%
44 | CCc1ccccc1NC(=O)Nc1cc(C(=O)NCc2ccc(C(C)C)cc2)ccc1N1CCCC1 | -1.8% | 7.1% | 1.1% | 1.3 | 13.2% | 54.5%[activator] | 0.3%[59 µM] | -14.6% | -4.6%
45 | COc1ccc(/C=C/c2ccncc2)cc1 | 4.6% | -37.3% | -0.2% | -5.3 | 21.5% | 39.9%[activator] | 11.4%[0.501 µM] | -2.0% | -5.7%
46 | O=C(O)c1ccccc1SCc1cn2ccccc2n1 | -4.5% | -4.4% | 2.3% | 2.5 | 2.3% | 19.9% | -10.1%[59 µM] | -4.3% | -11.5%
47 | CCN(CC)CCOC(=O)c1ccc(NC(=O)/C=C/c2cccs2)cc1 | . | -5.5% | 0.5% | 1.1 | -8.5% | 17.6% | -15.1%[59 µM] | -7.6% | -32.0%

This is a subset. The share of hits here may be higher or lower than overall.
